Menin-MLL TR inh = displaces Texas Red mutant MLL peptide from human menin; AID 1768; Menin + Texas Red MLL mutant peptide, fluorescence polarization; 270,000 tested, 0.23% active; Potency, µM (doses to about 61.6 µM), for the others: at the highest dose FP activity change, negative = inhibition, hits mostly inhibitors; O00255; active = well fitted inhibition curve with a large enough effect in the polarisation, with a control signal flat, not every such curve was filed as active; inconclusive = small, poorly fitted or top-dose-only effect, or effect the other way, or a change in a side signal; inactive = no such curve, though single readings can be large or run the other way; the % refers to the polarisation; note: potency is the fitted concentration of half-maximal effect; % of control where 0% means no effect; many of its hits are not listed in these tables
VP16 counter = counter-screen for ROR gamma inhibitors: Gal4-VP16 reporter. Drosophila S2 Gal4-VP16 UAS-luciferase, luminescence, 20 h. Potency, µM (doses to about 53.6 µM), for the others: at the top dose activity, negative = inhibition, usual class: inhibitors. 310,000 tested, 3.5% active. AID 2546;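 note: Gal4-VP16 expression switched on by copper sulfate through the metallothionein promoter; potency is the fitted concentration of half-maximal effect; % is set by controls: 0 for no effect and ±100 for the full control effect; nearly all actives have a fitted effect of over 50% in size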
PKM2 act = activators of human pyruvate kinase M2; P14618; Potency, µM (doses to about 57.5 µM), for inactives: top-dose activation, actives largely listed as activators; purified PKM2, Kinase-Glo ATP luminescence, activation; response scale: 0% is enzyme alone, no compound; 260,000 tested, 0.34% active; note: potency is the fitted concentration of half-maximal effect; % is set by controls: 0 for no effect and ±100 for the full control effect; nearly all actives have a fitted effect of over 55% in size
Target sequence (P14618 whole entry, looked up): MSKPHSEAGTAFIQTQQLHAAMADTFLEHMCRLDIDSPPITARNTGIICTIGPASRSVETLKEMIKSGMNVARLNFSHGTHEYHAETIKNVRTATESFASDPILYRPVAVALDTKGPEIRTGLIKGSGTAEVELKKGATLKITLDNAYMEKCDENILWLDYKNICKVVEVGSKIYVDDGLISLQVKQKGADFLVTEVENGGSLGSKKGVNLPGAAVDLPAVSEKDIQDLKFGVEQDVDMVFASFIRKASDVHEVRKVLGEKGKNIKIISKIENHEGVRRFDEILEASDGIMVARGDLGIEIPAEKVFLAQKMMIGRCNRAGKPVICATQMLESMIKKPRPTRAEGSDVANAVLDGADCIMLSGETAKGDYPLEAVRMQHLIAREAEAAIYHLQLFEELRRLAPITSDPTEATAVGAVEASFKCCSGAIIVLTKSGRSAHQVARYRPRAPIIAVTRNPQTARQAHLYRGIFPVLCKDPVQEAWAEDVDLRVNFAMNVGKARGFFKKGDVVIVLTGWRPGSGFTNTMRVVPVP
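Kinase-Glo luminescence reports ATP generated from ADP (0.1 mM) and PEP (0.5 mM) by purified hPK-M2 after 1 h at room temperature, pH 7.2 imidazole buffer; intermediate enzyme activity allows detecting inhibitors and activators.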
NPC1 prom act = activators of NPC1 promoter. Huh7 NPC1 promoter luciferase reporter, 24 h. 320,000 tested, 2.4% active. Potency, µM (top dose mostly 9.22 µM), inactives show top-dose activation, most hits filed as activators;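 note: potency is the fitted concentration of half-maximal effect; % of control where 0% means no effect; nearly all actives have a fitted effect of over 60% in size; reporter is driven by a mutant NPC1 promoter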
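Luminescence read-out of NPC1 promoter-driven luciferase in stably transfected Huh7 cells; compounds delivered in DMSO and left 24 h at 37C, 5% CO2, qHTS titration format.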
KCNH2 3.1 block = inhibitors of human KCNH2 3.1 potassium channel isoform; AID 720553; activity change, % (tested at about 1.8 µM); 340,000 tested, 0.95% active; U2OS KCNH2 3.1, thallium flux FluxOr; active compounds read low;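 active = maximum activity change below -70%; inconclusive = maximum activity change from -70% to -50%; inactive = maximum activity change above -50%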;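 note: thallium influx rate constant from kinetic fluorescence after stimulation buffer; % is set by controls: 0 for no effect and ±100 for the full control effect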
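Steps: virus added to U2OS suspension (4 h, RT, dark); medium with 10% FBS added, cells plated, 37 C overnight; FluxOr/Red40 loading buffer 45 min RT; stimulation buffer, 2 min kinetic read; rate constant normalized.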
Rab9 promoter act = activates the Rab9 promoter. Huh7 Rab9 promoter-luciferase reporter, luminescence, 24 h. Potency, µM (series often up to 9.22 µM), inactives show at the top dose activation, negative = inhibition, most hits filed as activators. 320,000 tested, 2.8% active. AID 485297; note: potency is the fitted concentration of half-maximal effect; % of control where 0% means no effect; nearly all actives have a fitted effect of over 60% in size
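Luciferase signal after 10 min detection reagent at ambient indicates Rab9 promoter upregulation; stably transfected Huh7 cells were treated 24 h with compound in DMSO at 37 °C, 5% CO2.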
ELG1 DNA repair = inhibitors of ELG1-dependent DNA repair in HEK293T cells; 330,000 tested, 2.3% active; Potency, µM (top dose mostly 46.1 µM), without a hit: top-dose activity change, negative = inhibition, most hits filed as inhibitors; AID 504467; HEK293T ELG1-luciferase reporter, luminescence, 16 h; DNA damage induced by 5-fluorouridine; note: potency is the fitted concentration of half-maximal effect; % is set by controls: 0 for no effect and ±100 for the full control effect; nearly all actives have a fitted effect of over 55% in size
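Step one: seed 2,000 cells per well. Step two: pin-transfer compound or DMSO alongside 5-fluorouridine. Step three: incubate 16 hr, 37 °C, 5% CO2. Step four: add ONE-Glo, wait 30 min, read luminescence.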
RORgamma inh = blocks mouse ROR gamma transcriptional activity; Potency, µM (highest dose often 53.6 µM), for the others: at the highest dose activity change, negative = inhibition, usual class: inhibitors; P51450; Drosophila S2 Gal4-RORgamma UAS-luciferase reporter, 20 h; 310,000 tested, 5.4% active; note: potency is the fitted concentration of half-maximal effect; % is set by controls: 0 for no effect and ±100 for the full control effect; nearly all actives have a fitted effect of over 60% in size
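Schneider cells (Drosophila), stable Gal4 DBD–ROR gamma + UAS-luc; 1 hr cmpd preincubation; Cu2+ induction 700 uM final; 20 hr ambient; luminescence.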
FLuc modulator = firefly luciferase modulation, counter-screen for miR-21 project; P08659; purified FLuc, Km substrates, luminescence inhibition; Potency, µM (doses to about 57.5 µM), inactives show at the highest dose activity change, negative = inhibition, actives largely listed as inhibitors; 360,000 tested, 6.9% active; AID 588342;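 note: potency is the fitted concentration of half-maximal effect; plate controls were vehicle for no effect and reference inhibitor for full effect; nearly all actives have a fitted effect of over 55% in size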
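Purified P. pyralis luciferase (10nM final) with 10uM D-luciferin and 10uM ATP (Km levels) in 50mM Tris acetate pH 7.5, 10mM Mg acetate, 0.01% Tween-20, 0.05% BSA; qHTS 6-point titration, ~60 µM downward; luminescence read.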
Mito fusion yeast = blocks mitochondrial division or promotes mitochondrial fusion; S. cerevisiae fusion-defective mutant growth rescue, CellTiterGlo 48 h; Potency, µM (doses to about 46.1 µM), inactives show at the top dose growth rescue (activation), most hits filed as activators; 320,000 tested, 0.23% active;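 note: potency is the fitted concentration of half-maximal effect; % of control where 0% means no effect; nearly all actives have a fitted effect of over 45% in size; temperature-sensitive fusion mutants such as fzo1-1 at 37 °C on non-fermentable ethanol glycerol medium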
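Compounds are tested for their ability to restore growth of mitochondrial fusion-defective yeast strains at non-permissive 37C in YPEG medium over 48 hours. Viability is quantified by luciferase luminescence.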
MBNL1 CUG block = inhibitors of human MBNL1 binding to CUG repeat RNA | Q9NR56 | TR-FRET MBNL1-His/biotin-(CUG)12 binding, 665/545 ratio | Potency, µM (doses to about 57.5 µM), without a hit: at the top dose activity change, negative = inhibition, usual class: inhibitors | 280,000 tested, 0.036% active; active = well fitted inhibition curve with a large enough effect in the signal ratio, with a control signal flat, not every such curve was filed as active; inconclusive = small, poorly fitted or top-dose-only effect, or effect the other way, or a change in a side signal; inactive = no such curve, though single readings can be large or run the other way; the % refers to the signal ratio; note: potency is the fitted concentration of half-maximal effect; % is set by controls: 0 for no effect and ±100 for the full control effect
Target sequence (Q9NR56 whole entry, looked up): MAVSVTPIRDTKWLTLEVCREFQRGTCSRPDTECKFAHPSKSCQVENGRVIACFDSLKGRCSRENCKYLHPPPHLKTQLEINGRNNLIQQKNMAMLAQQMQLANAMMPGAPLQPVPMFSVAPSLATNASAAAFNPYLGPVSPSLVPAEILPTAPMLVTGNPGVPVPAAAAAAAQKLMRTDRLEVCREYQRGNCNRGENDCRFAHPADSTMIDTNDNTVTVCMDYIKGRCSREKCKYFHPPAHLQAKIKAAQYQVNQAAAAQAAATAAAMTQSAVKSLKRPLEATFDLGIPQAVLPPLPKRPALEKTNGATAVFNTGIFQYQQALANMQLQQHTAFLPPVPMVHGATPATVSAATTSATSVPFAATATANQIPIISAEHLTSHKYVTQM
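His-tagged MBNL1 binding to biotinylated (CUG)12 RNA was measured by TR-FRET using terbium anti-His antibody (0.055 ng/ul final) and streptavidin-XL665 (5 nM final). Compounds were titrated 92 nM to 58 uM; 60 min at room temperature.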
An asterisk follows results filed as active; ? = inconclusive; / = not tested or not shown; & = joins results of further samples; [ ] = another dose, or the depositor's remark. Unless noted, calls come from the whole dose curve; as a rule, active = well fitted curve in the direction sought with a large enough effect; inconclusive = small, poorly fitted or top-dose-only effect, or another doubt; inactive = no such curve, though single readings can be large; an effect the other way counts as inactive or inconclusive. These rows are one share of the data, so the mix of outcomes need not match the whole.

SMILES	Menin-MLL TR inh	VP16 counter	PKM2 act	NPC1 prom act	KCNH2 3.1 block	Rab9 promoter act	ELG1 DNA repair	RORgamma inh	FLuc modulator	Mito fusion yeast	MBNL1 CUG block
Cc1ccc(S(=O)(=O)CCC(=O)OCc2ccc(Cl)cc2)cc1	2%	0%	6%	-5%	-1	0%	5%	11%	-1%	13%	/
CCOC(=O)C1=C(C)NC(C)=C(C(=O)OCCNC(=O)c2cccnc2)C1c1cccc([N+](=O)[O-])c1 (stereo unspecified)	-1%	-21%	-11%	-4%	-10	-3%	?	?	-15%	-1%	?
CC(C)CC1NC(=O)N(CC(=O)Nc2cc(F)ccc2F)C1=O (stereo unspecified)	/	/	/	-2%	0	-2%	2%	/	4%	0%	/
Cc1cc(C(=O)Nc2nc3c(s2)CCCC3)cs1	10%	6.3µM*	-13%	?	12	1µM*	?	?	0.6µM*	-4%	19%
CCOCCn1c(N2CCCC2)nc2c1c(=O)[nH]c(=O)n2C	16%	-19%	0%	-3%	3	1%	3%	-38%	-18%	0%	5%
Cc1cc(C)nc(/N=C2/NC(=O)CS2)n1	-2%	-1%	2%	-3%	-9	-4%	13%	4%	-2%	-4%	1%
O=C(COC(=O)c1cccc2ccccc12)Nc1cccnc1Cl	18%	-4%	6%	-6%	-21	-4%	-7%	-14%[10 µM]	-7%	9%	/
O=C(CCCN1C(=O)c2cccc3cccc(c23)C1=O)NCCN1CCOCC1	55%[activator]	1%	1%	0%	-3	-5%	9%	1%	2%	11%	?
NS(=O)(=O)c1ccc(NC(=O)c2ccc(COc3ccccc3)o2)cc1	-10%	4%	5%	-6%	5	-11%	12%	2%	-1%	0%	-1%
CC(=O)c1ccc(NC(=O)c2ccn(C(=O)OCC(C)C)n2)cc1	-10%	-26%	8%	4µM*	4	?	?	-15%	19µM*	6%	-16%
COc1ccc(C(=O)Nc2c(C)ccc3nsnc23)cc1[N+](=O)[O-]	-10%	1%	6%	-5%	-3	-1%	-1%	24%	1%	7%	?
CC(C)(CN1CCC(Cc2ccccc2)CC1)NS(=O)(=O)c1ccccc1	/	-12%	5%	4%	4	1%	?	29%	-2%	-6%	3%
COC(=O)CN(C(=S)Nc1ccc(F)cc1)C1CC(=O)N(c2ccc(OC)cc2)C1=O (stereo unspecified)	-2%	5%	5%	2%	12	-1%	-14%	-1%	0%	0%	1%
O=S(=O)(c1ccc(C(F)(F)F)cc1)N1CCCN(c2ccc(C(F)(F)F)cn2)CC1	/	6%	-9%	-1%	-2	0%	?	37%	0%	-3%	-3%
CNC(=O)c1csc(-c2ccncc2)n1	0%	9%	0%	-3%	/	-1%	?	42%	0%	-1%	-6%
Fc1ccc(Nc2nnns2)cc1	/	0%	-13%	1%	2	-5%	-8%	-15%	-7%	-5%	/
CC(C)CCn1c(CN2CCN(Cc3ccccc3)CC2)nc2c1c(=O)[nH]c(=O)n2C	15%	-6%	5%	-6%	10	-3%	-23%	-13%	-2%	0%	-3%
C/C(=N\O)C(=O)NCCCn1ccnc1	11%	-2%	9%	0%	-1	-2%	3%	2%	-1%	-1%	2%
O=C(O)c1cccc(S(=O)(=O)Nc2ccccc2C(=O)NCCc2ccccc2)c1	25%	6%	0%	21%	-6	?	29%	18%	-18%	10%	-4%
CCN(CC)S(=O)(=O)c1ccc(S(=O)(=O)N2CCC(C(=O)NC3CCN(Cc4ccccc4)CC3)CC2)cc1	-7%	3%	0%	-1%	12	-8%	6%	20%	2%	-1%	-2%
COc1ccc(NC(=O)CN(C)CC(=O)Nc2ccc(Cl)cc2F)cc1	20%	-6%	1%	-4%	-15	5%	-18%	27%	-1%	5%	-3%
CCOC(=O)c1sc(NC(=O)/C=C/c2cnn(C)c2C)c(C(=O)OCC)c1C	4%	-1%	-1%	-1%	/	3%	-25%	-11%	5%	-3%	-5%
CC(=O)c1cccc(NC(=O)CSc2nc(=O)n(Cc3ccccn3)c3c2CCC3)c1	/	/	/	6%	25	2%	?	/	1%	1%	/
CCC1(N(C(C)=O)c2ccc(OC)cc2)C(=O)c2ccccc2C1=O	-10%	3%	-6%	0%	12	7%	?	12%	1%	4%	-22%
O=C(NCc1ccccc1)c1ccccc1Br	5%	4%	1%	-3%	-22	-3%	20%	3%	1%	-6%	-6%

7 entries from above, ordered by heavy-atom count, lowest first.
SMILES	Menin-MLL TR inh	VP16 counter	PKM2 act	NPC1 prom act	KCNH2 3.1 block	Rab9 promoter act	ELG1 DNA repair	RORgamma inh	FLuc modulator	Mito fusion yeast	MBNL1 CUG block
Cc1cc(C)nc(/N=C2/NC(=O)CS2)n1	-2%	-1%	2%	-3%	-9	-4%	13%	4%	-2%	-4%	1%
Cc1ccc(S(=O)(=O)CCC(=O)OCc2ccc(Cl)cc2)cc1	2%	0%	6%	-5%	-1	0%	5%	11%	-1%	13%	/
O=C(COC(=O)c1cccc2ccccc12)Nc1cccnc1Cl	18%	-4%	6%	-6%	-21	-4%	-7%	-14%[10 µM]	-7%	9%	/
O=C(CCCN1C(=O)c2cccc3cccc(c23)C1=O)NCCN1CCOCC1	55%[activator]	1%	1%	0%	-3	-5%	9%	1%	2%	11%	?
O=C(O)c1cccc(S(=O)(=O)Nc2ccccc2C(=O)NCCc2ccccc2)c1	25%	6%	0%	21%	-6	?	29%	18%	-18%	10%	-4%
CC(=O)c1cccc(NC(=O)CSc2nc(=O)n(Cc3ccccn3)c3c2CCC3)c1	/	/	/	6%	25	2%	?	/	1%	1%	/
CCOC(=O)C1=C(C)NC(C)=C(C(=O)OCCNC(=O)c2cccnc2)C1c1cccc([N+](=O)[O-])c1 (stereo unspecified)	-1%	-21%	-11%	-4%	-10	-3%	?	?	-15%	-1%	?

More entries:
SMILES	Menin-MLL TR inh	VP16 counter	PKM2 act	NPC1 prom act	KCNH2 3.1 block	Rab9 promoter act	ELG1 DNA repair	RORgamma inh	FLuc modulator	Mito fusion yeast	MBNL1 CUG block
COc1ccc(-c2[nH]ncc2/C=N/NC(=O)c2ccncc2)c(OC)c1	-5%	6%	5%	1%	-6	-1%	1%	-11%	3%	-1%	0%
CC1(C(=O)NCc2ccccn2)C=CCN1C(=O)c1ccccc1 (stereo unspecified)	17%&0%	3%&2%	-4%&-3%	0%	11	-5%	20%	-40%&-16%	-19%	-7%	9%
Cc1onc(-c2cccc(Cl)c2Cl)c1C(=O)O/N=C(\N)c1ccc([N+](=O)[O-])o1	/	-5%	-1%	1%	-23	3%	?	-5%	-1%	-1%	/
O=[N+]([O-])c1ccc(Cc2nnc(-c3ccc(F)cc3)o2)cc1	9%	-15%[10 µM]	-1%	?	1	1µM*	?	-22%	-11%	-4%	?
COc1cccc(NC(=O)CN(Cc2ccccc2)S(C)(=O)=O)c1	9%	-1%	12%	2%	10	0%	-17%	9%	4%	-1%	/
CCC1=NN(C(=O)COc2ccccc2)C(O)(c2ccncc2)C1 (stereo unspecified)	-20%	-19%	5%	2%	6	-6%	-21%	19%	0%	5%	-4%
Cc1ccc(S(=O)(=O)N2CCN(C(=O)COc3ccc(NC(=O)c4ccco4)cc3)CC2)cc1	-7%	7%	4%	-6%	10	3%	-16%	32%	?	-3%	-4%
CC(c1ccon1)N(C)Cc1cn[nH]c1-c1ccc(F)cc1F (stereo unspecified)	/	4%	0%	-8%	-7	-4%	-6%	13%	1%	4%	-9%
COc1ccc(-c2[nH]ncc2CN(C)C(C)c2cccs2)c(F)c1 (stereo unspecified)	0%	6%	4%	-3%	0	-3%	-5%	-4%	-1%	5%	0%
CCN(CC)CCC#CC(O)(c1ccccc1)c1ccccc1	-1%	-11%	11%	-2%	4	-3%	7%	-1%	-2%	-4%	-14%
CCOC(=O)c1nc(-c2ccccc2)oc1N(C)C	-9%	15%	-3%	7%	1	-1%	14%	17%	-15%	-4%	4%
CC(=O)c1ccc(NC(=O)c2onc(C)c2Cl)cc1	9%	-15%	/	1.4µM*	8	0.63µM*	?	10%	?	-2%	3%
